Screening results deposited in PubChem by several laboratories.
CCHFV vOTU inh = blocks the CCHF virus ovarian tumor domain protease; CCHFV vOTU protease, Pep-AMC fluorescence; inhibition, % at 11.5 µM; 0.55% of 370,000 active; AID 651958; in the data active = inhibition above about 30%; also: 0% = vehicle wells with enzyme and 100% = no enzyme wells
Y pestis TopoI = Y. pestis Topo-I inhibition via cleavage products; Y. pestis Topo-I cleavage product accumulation, plate reader; activity, % at 10 µM; 0.064% of 360,000 active; AID 504884; in the data active = activity above about 50%, passing the limit was not always enough; inconclusive = no clear call, values can overlap the other calls; also: inactives centre near 2
BoNT F protease = BoNT F light chain protease inhibition; 0.22% of 360,000 active; Multiplex microsphere protease cleavage assay, flow cytometry; inhibition, % at 10 µM; AID 588497; in the data active = inhibition above about 35%, passing the limit was not always enough; inconclusive = no clear call, values can overlap the other calls; also: plate controls were buffer without enzyme for full effect and enzyme alone for no effect
BoNT A protease = inhibitors of Botulinum neurotoxin A light chain protease | multiplex microsphere protease substrate cleavage, flow cytometry | inhibition, % at 10 µM | 0.17% of 360,000 active | AID 588499; also: plate controls were buffer without enzyme for full effect and enzyme alone for no effect
Anthrax LF inh2 = inhibitors of Bacillus anthracis lethal factor protease | inhibition, % at 10 µM | 0.12% of 360,000 active | multiplex microsphere protease cleavage assay, LF | P15917 | AID 588501; also: plate controls were buffer without enzyme for full effect and enzyme alone for no effect
Target sequence (P15917 whole entry, looked up): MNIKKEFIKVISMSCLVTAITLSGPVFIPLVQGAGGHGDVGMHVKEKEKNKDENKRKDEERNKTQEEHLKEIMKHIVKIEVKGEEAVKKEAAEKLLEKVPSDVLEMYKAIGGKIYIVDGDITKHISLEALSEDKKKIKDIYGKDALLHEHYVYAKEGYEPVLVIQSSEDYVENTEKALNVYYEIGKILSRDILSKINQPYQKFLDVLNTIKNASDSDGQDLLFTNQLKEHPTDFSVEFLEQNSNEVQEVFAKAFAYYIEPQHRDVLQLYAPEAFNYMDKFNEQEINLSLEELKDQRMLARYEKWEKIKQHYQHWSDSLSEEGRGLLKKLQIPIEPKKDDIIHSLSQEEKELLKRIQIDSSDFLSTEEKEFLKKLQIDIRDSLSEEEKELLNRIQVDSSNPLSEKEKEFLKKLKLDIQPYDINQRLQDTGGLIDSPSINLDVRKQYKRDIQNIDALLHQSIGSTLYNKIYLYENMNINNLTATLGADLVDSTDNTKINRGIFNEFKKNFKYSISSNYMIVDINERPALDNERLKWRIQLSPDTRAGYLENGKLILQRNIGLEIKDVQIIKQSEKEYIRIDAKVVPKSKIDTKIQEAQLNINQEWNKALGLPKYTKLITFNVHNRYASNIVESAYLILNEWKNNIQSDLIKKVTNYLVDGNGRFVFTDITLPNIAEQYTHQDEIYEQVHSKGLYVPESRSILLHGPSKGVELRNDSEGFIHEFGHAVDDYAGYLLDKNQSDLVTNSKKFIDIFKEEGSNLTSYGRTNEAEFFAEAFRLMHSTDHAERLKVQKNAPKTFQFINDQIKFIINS
PfHsp40 rescue = rescue of PfHsp40-mediated yeast toxicity; S. cerevisiae expressing PfHsp40, growth rescue, ATP luminescence; growth rescue, % at 12.5 µM; 0.68% of 340,000 active; AID 504582; in the data active = growth rescue above about 28%, passing the limit was not always enough; inconclusive = no clear call, values can overlap the other calls;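 also: yeast W303a lacking pdr1 and pdr3 grown in galactose medium; growth measured after three days at 30 °C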
FadD28 binding = M. tuberculosis FadD28 bisubstrate binding inhibition; FadD28 bisubstrate probe binding, fluorescence polarization; inhibition, % at 12.5 µM; 0.22% of 360,000 active; AID 588549; in the data active = inhibition above about 8.5%, passing the limit was not always enough; inconclusive = no clear call, values can overlap the other calls
PrPC TRFRET = cell surface PrPC inhibition, primary TR-FRET screen | P04156 | 0.43% of 370,000 active | TR-FRET read-out | AID 720596 | inhibition, % at 13.8 µM; in the data active = inhibition above about 24%; also: 0% = median of the test wells and 100% = reference compound wells
TcdB GH inh = inhibitors of Clostridioides difficile toxin B glycohydrolase; P18177; TcdB glycohydrolase enzymatic assay, plate reader; inhibition, % at 9.99 µM; 0.24% of 350,000 active; AID 652162; in the data active = inhibition above about 10%
The depositor's hits bear a star; ? = inconclusive; / = not tested or not shown; & = joins results of further samples. Rule as the data show it, unless noted: active = inhibition above about 30%; inconclusive = no clear call, values can overlap the other calls; inactive = below that.

compound	CCHFV vOTU inh	Y pestis TopoI	Anthrax LF inh2	PfHsp40 rescue	FadD28 binding	BoNT A protease	BoNT F protease	TcdB GH inh	PrPC TRFRET
CCc1c(C)sc(NC(=O)c2ccco2)c1C(=O)N1CCCCC1	-9	-1	0	0.1	-0.9	1.5	1	/	1
CSc1ccccc1OCc1cc(C(=O)N(C)Cc2ccc3nsnc3c2)no1	-5	50	2	4.3	-0.1	2.0	-3	-1.2	4
OC(c1cccc(Cl)c1)c1ncc(-c2cccc(C(F)(F)F)c2)[nH]1 (stereo not given)	17	3	3	/	-1.0	-0.3	-6	1.3	11
COc1ccccc1CNC(=O)OCc1nccnc1C(=O)Nc1ccc(Br)cn1	-6	4	1	1.8	-0.3	-1.6	4	0.1	-1
Fc1ccc(CNC(=S)NCc2ccc(F)cc2)cc1	0	-7	6	8.0	-1.0	?	?	1.0	10
CCN(c1ccc(NC(=O)COC(=O)c2cc3ccccc3oc2=O)cc1)C(C)C	10	11	-2	0.2	-1.8	-0.2	2	-0.4	-1
O=C1CSCC(=O)N1Cc1ccc(Cl)c(Cl)c1	3	3	2	2.0	-1.2	2.5	-6	2.3	0
CCc1nc(SCc2ccccc2C#N)n[nH]1	-9	5	1	-1.2	-3.4	0.8	-24	1.4	5
CCCNC(=O)C1(C)CCCN(Cc2c(F)cccc2F)C1 (stereo not given)	-13	4	0	/	-3.8	-0.3	0	-0.4	-5
Cn1ccnc1SCC(=O)Nc1cccc2ccccc12	-6	1	-4	1.8	-1.4	-0.5	3	/	0
CNS(=O)(=O)c1cccc2nsnc12	1	1	-1	-0.5	-0.8	-1.4	-11	-0.1	-24
COc1ccc(C(=O)NCc2ccc(C)cc2)cc1S(=O)(=O)N1CCOCC1	-9	-7	3	/	?	0.4	8	1.0	10
CC(=O)Nc1ccc2nc(SCC(=O)NCCOc3ccccc3)sc2c1	14	-11	1	1.6	-1.2	-0.3	6	-0.9	-4
C=CCOc1ccccc1CN1CCC(Oc2ccc(C(=O)N3CCCCC3)cc2)CC1	13	27	0	0.3	/	-1.3	-1	0.9	-15
COc1ccccc1CNC(=O)C(NC(=O)c1ccccc1C)C(C)C (stereo not given)	-7	-9	-10	-0.8	-1.9	-1.5	-6	-0.5	2
CC(C)(C)OC(=O)CNC(=O)c1[nH]cnc1C(=O)N[C@@H](Cc1ccccc1)C(=O)OCc1ccccc1	21	7	-10	1.8	2.7	-0.5	-7	0.0	-4
CCOC(=O)C1=C(C)NC2=C(C(=O)C(C(=O)OCC)C(c3cccc(OC)c3)C2)C1c1ccccn1 (stereo not given)	-14	6	-2	-0.3	-1.4	0.0	-2	/	-14
CCOC(=O)c1ccc(NC(=S)N2CCCC(C(=O)N3CCCC3)C2)cc1 (stereo not given)	17	12	1	-0.2	-4.5	1.4	6	1.4	6
COC(CNC(=O)c1cccc2c1C(=O)N(Cc1cccnc1)C2)OC	-6	4	-9	-2.2	-0.9	-0.2	-2	/	-2
CCNC(=O)C1(C)CCN(C(=O)c2cccc(C(F)(F)F)c2)C1 (stereo not given)	-10	-2	-4	/	-0.1	0.2	0	-0.3	-3

Reprinted from the part before: three compounds, then new ones.
compound	CCHFV vOTU inh	Y pestis TopoI	Anthrax LF inh2	PfHsp40 rescue	FadD28 binding	BoNT A protease	BoNT F protease	TcdB GH inh	PrPC TRFRET
CCOC(=O)c1ccc(NC(=S)N2CCCC(C(=O)N3CCCC3)C2)cc1 (stereo not given)	17	12	1	-0.2	-4.5	1.4	6	1.4	6
COC(CNC(=O)c1cccc2c1C(=O)N(Cc1cccnc1)C2)OC	-6	4	-9	-2.2	-0.9	-0.2	-2	/	-2
CCNC(=O)C1(C)CCN(C(=O)c2cccc(C(F)(F)F)c2)C1 (stereo not given)	-10	-2	-4	/	-0.1	0.2	0	-0.3	-3
CC(=O)Nc1ccc(S(=O)(=O)N(C)CC(=O)NC2CCCC(C)C2C)cc1 (stereo not given)	-3	-8	4	-0.2	-0.4	1.0	5	1.9	-1
c1ccc2c(CCNC3CCCCC3)c[nH]c2c1	5	9	-3	-1.1	-0.4	0.4	-1	-0.1	2
O=C(COC(=O)c1ccccc1)Nc1cc(Cl)ccc1Oc1ccccc1	-1	10	0	1.0	-1.9	-1.1	-11	2.6	5
CC(C)n1nnnc1SCC(=O)N1CCOCC1	3	-5	1	2.4	-1.0	-0.3	12	/	8
COC(=O)c1onc(-c2c(C)cc(C)cc2C)c1C(=O)OC	3	-1	-8	-1.0	-0.7	0.4	-7	/	-1
CNc1nc(Nc2ccc(C(=O)OC)cc2)c2sccc2n1	/	-14	6	/	-1.2	0.7	6	/	/
Cc1ccc(C(=O)Nc2ccc3ccccc3n2)cc1	3	10	5	-0.1	-2.4	0.8	-17	0.7	-10
C[C@@H](O)C1NC(=O)[C@H](CCCCN)NC(=O)c2cc([N+](=O)[O-])cc(I)c2NCCC[C@@H](C(N)=O)NC1=O (stereo not given in full)	1	-18	0	-0.4	-0.9	2.2	-18	1.0	-19
CCN(C[C@H]1N[C@@](Cc2ccccc2)(C(=O)OC)[C@H]2C(=O)N(Cc3ccccc3)C(=O)[C@@H]12)C(=O)c1ccc(C)cc1	2	4	-6	-0.9	-1.8	-0.2	0	0.1	4
C#CCO[C@@H]1C[C@H](n2ccc(NC(=O)c3ccccc3)nc2=O)O[C@@H]1CO	8	4	3	-1.0	-0.4	-0.2	-16	-1.3	3
CC(=O)N1CCc2cc(Br)cc(S(=O)(=O)NCCCN3CCCC(C)C3)c21 (stereo not given)	7	10	/	-0.8	0.8	/	/	/	-4
C=CCn1ncc(OC)c(Cl)c1=O	/	6	-1	0.1	-1.8	-0.1	-3	0.2	/
COc1ccccc1Cc1noc(COc2cccc(C)c2C)n1	0	4	-1	0.5	-1.4	-1.8	-10	/	-1
COc1cc(C2Nc3cccc4cccc(c34)N2)cc(OC)c1O	3	-10	-6	0.8	-0.2	-0.8	-37	-0.3	-9
O=C(CN1CCOCC1)N1CCN(c2nnc(-c3ccccc3)c3ccccc23)CC1	12	4	0	-1.7	0.4	0.3	11	/	-6
CCCCOC(=O)c1ccc(NC(=O)c2c(Cl)ccc(Cl)c2OC)cc1	10	25	-2	21	-0.7	-0.4	-5	/	3
CCOc1ccc(NCc2nnc(SCc3ccccc3Cl)n2-c2ccccc2)cc1	8	1	-5	0.8	-2.6	0.4	1	/	5
CC1CCN(C(C(=O)Nc2ccc(C(C)C)cc2)c2ccc3c(c2)OCO3)CC1 (stereo not given)	5	-3	-9	0.3	-0.9	-2.3	-12	-2.4	12
Cc1ccc(S(=O)(=O)N2CCOCC2)cc1C(=O)OCC(=O)NCCc1ccccc1	-5	20	6	-0.4	1.0	0.0	-3	-5.3	10
Cc1cnc(C(=O)OCC(=O)NC2CCCCC2)cn1	0	-2	-1	-0.6	-0.7	4.4	7	/	-4
CCOc1cc(S(=O)(=O)Nc2ccccn2)ccc1F	12	-1	0	0.0	-3.0	0.1	0	/	-6
CCOc1ccc2nc(NC(=O)c3cc([N+](=O)[O-])ccc3N3CCOCC3)sc2c1	-7	-7	0	0.6	-1.9	-0.3	-5	-0.3	10
C/C(=N\NC(=O)c1cc(C2CC2)nc2ccccc12)c1ccc(O)cc1O	-10	-12	-3	7.3	0.3	-0.3	12	-0.2	18
CCc1nc2ccc(C(=O)Nc3cc(-c4ccccc4)ccc3OC)cn2c1N(C)C(=O)c1cccc(OC)c1	11	25	-5	/	-7.4	-0.1	-1	0.6	-5
CC(C)CCN1CCC(C)(NC(=O)c2ccccc2)C1=O (stereo not given)	-3	-3	-4	-1.1	-1.2	0.1	2	0.7	-7
O=C(NCc1c(Cl)cccc1Cl)c1ccc2nnsc2c1	-6	-5	6	1.1	-2.6	3.8	?	0.6	2
COc1ccc(-c2[nH]c3ccccc3c2SCCN)cc1	11	-17	4	1.3	-5.0	-0.8	-20	1.1	-16
CCCCNc1nc2c(c(=O)n(Cc3ccccc3)c(=O)n2C)n1C	-6	4	-11	-0.8	-0.4	1.1	4	0.1	-14
C[C@H](CO)N1C[C@H](C)[C@@H](CN(C)C(=O)c2ccccc2)Oc2cc(C#C[C@@H](C)O)ccc2S1(=O)=O	0	9	1	/	-1.3	-0.5	-11	0.5&1.0&0.0	0
Cc1onc(-c2ccccc2)c1C(=O)NC1CCC(C)CC1 (stereo not given)	15	-8	-1	0.3	-3.4	-0.7	-7	0.8	-7
Cc1ccc(-c2ccc(=O)n(CC(=O)Nc3ccc4c(c3)OCCO4)n2)cc1	-8	36	3	1.4	-0.9	-0.6	0	-2.7	7
CN(c1ccc(O)cc1)c1nc(O)c(C2=c3ccccc3=NC2=O)s1	9	-33	-15	0.3	-0.7	-0.6	5	2.8	-41
Cc1c(C=O)c2ccccn2c1C(=O)c1ccc(Cl)c([N+](=O)[O-])c1	12	-3	2	-1.4	-1.2	0.2	2	-2.6	-7
O=C(CSc1nnnn1Cc1ccccc1)c1ccccc1	4	2	-6	-2.4	2.2	0.7	10	/	5
O=C(NC1CCCCCC1)C1CCN(C(=O)c2ccc(Br)cc2)CC1	-5	-3	-1	0.1	-4.3	0.4	5	1.1	-1
COc1ccc2c([N+](=O)[O-])c(N3CCOCC3)[nH]c2c1	14	4	2	/	-0.4	-0.4	-6	1.6	1
Cn1c(SCc2c(Cl)cccc2Cl)nc(C(F)(F)F)cc1=O	-6	1	-3	3.0	-1.4	-2.2	-2	/	6
COc1cc(OC)cc(-c2c(-c3ccsc3)c3cc(Br)ccc3n2C)c1	5	-10	-3	0.2	-1.8	1.1	5	0.2	-2
COC(=O)c1cc(S(=O)(=O)N2CCN(c3ccc(OC)cc3)CC2)cn1C	10	-1	1	0.5	1.1	-0.6	3	1.6	-4
CCOc1ccccc1NC(=O)CSc1nnc(-c2ccco2)n1Cc1ccco1	4	32	-12	1.7	-1.3	2.5	2	/	13
CCOc1cc2c(cc1OCC)CN(CC(=O)Nc1ccccc1C(=O)NC1CC1)CC2	-2	10	-4	-0.2	-1.5	0.2	1	2.4	-11
N#CNC(=Nc1cccc(F)c1)SCc1cccc(F)c1	-2	1	-2	-0.9	-1.9	0.0	-2	0.9	17
CC1=C(C(=O)Nc2ccccc2)C(c2ccco2)C(C#N)=C(SCC(N)=O)N1 (stereo not given)	-3	-1	-5	-0.1	-0.1	0.3	-8	-0.1	0
CC(=O)N1CCN(S(=O)(=O)c2cccc(C(=O)OCC(=O)N(CCC#N)c3ccc(F)cc3)c2)CC1	-5	-8	-1	-1.1	-0.4	-2.1	-10	0.0	-4
O=C(Nc1ccc(NS(=O)(=O)c2ccccc2)c(Cl)c1)c1ccccc1	5	-5	-6	0.4	-1.5	0.3	0	2.2	4
C=CC[C@]12C[C@@H](OC)C(=O)C=C1O[C@@H](c1ccc(OC)c(OC)c1)[C@H]2C	4	-9	8	0.6	-3.3	-0.5	-4	0.3	-1
CC(/C=C/c1ccccc1)=N/NC(=O)CNC(=O)c1ccccc1F	-8	12	8	0.7	-0.4	1.0	8	0.5	2
O=P(Cc1ccccc1)(Cc1ccccc1)c1ccccc1	17	-3	-5	-0.4	-1.2	-0.3	-4	-0.9	0
CCOC(=O)c1c(NC(=O)C2C3CCC(O3)C2C(=O)O)sc(C)c1-c1ccc(F)cc1 (stereo not given)	12	15	0	0.3	-1.4	0.0	-2	/	5
Cc1oc(-c2ccc(Cl)cc2)nc1CN1CCC(C(=O)NCc2cccnc2)CC1	/	10	-2	3.5	0.2	-1.9	-6	/	/
CCC(Sc1nc2ccccc2o1)C(=O)Nc1nnc(C)s1 (stereo not given)	1	0	0	-0.3	-5.2	0.5	-2	/	1
O=C(c1cc(COc2ccc3ncccc3c2)on1)N1CCCC(O)C1 (stereo not given)	2	-4	-11	1.3	0.8	0.0	-3	1.1	16
